STK33 kinase inh: human STK33 kinase inhibition | AID 2661 | purified STK33, MBP phosphorylation, ADP-Glo luminescence | inhibition, % at 10 µM | actives 0.073% (n = 320,000) | Q9BYT3;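 active = inhibition at or above 25%, using the most active replicate where run in duplicate; inactive = inhibition below 25%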
Target sequence (Q9BYT3 whole entry, looked up): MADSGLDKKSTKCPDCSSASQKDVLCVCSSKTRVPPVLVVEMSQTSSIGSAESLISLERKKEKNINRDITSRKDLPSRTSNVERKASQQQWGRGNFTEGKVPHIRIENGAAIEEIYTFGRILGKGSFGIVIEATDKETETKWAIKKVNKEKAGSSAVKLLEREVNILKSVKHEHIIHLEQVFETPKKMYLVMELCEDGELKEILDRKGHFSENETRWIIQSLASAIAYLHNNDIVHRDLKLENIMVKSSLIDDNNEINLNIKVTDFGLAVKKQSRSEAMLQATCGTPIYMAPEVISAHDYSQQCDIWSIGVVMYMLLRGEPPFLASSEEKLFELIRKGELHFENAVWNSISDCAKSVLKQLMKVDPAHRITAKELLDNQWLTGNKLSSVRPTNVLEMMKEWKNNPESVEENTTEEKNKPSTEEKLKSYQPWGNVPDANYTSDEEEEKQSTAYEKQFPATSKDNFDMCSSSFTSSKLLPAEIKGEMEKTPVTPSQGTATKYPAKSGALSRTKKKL
The depositor's hits bear a star. An excerpt; rates above refer to the full screens.

SMILES	STK33 kinase inh
CSCCC(NC(=O)c1ccco1)C(=O)NCC(C)(C)N1CCOCC1 (stereo not drawn)	0.9
Cc1noc(C)c1CSCC(=O)OCc1nnc(-c2ccc([N+](=O)[O-])cc2)o1	-0.9
C[C@@H]1CCCCCCCCC(=O)OCCN[C@H](C)CCCCCCCCC(=O)OCCN[C@H](C)CCCCCCCCC(=O)OCCN1	4.1
CCOC(=O)c1c(C)[nH]c(C)c1C(=O)COC(=O)CSc1ccc(C)cc1	-1.8
CC(C)(C)NC(=O)CSc1ccc(S(=O)(=O)N2CCOCC2)cn1	-0.4
COc1ccc(C)cc1NC(=O)CN1C(=O)C2CC=CCC2C1=O (stereo not drawn)	-0.2
CCOC(=O)[C@H]1[C@H]2COc3ccc(OC)cc3[C@@H]2N2C(=O)CN(Cc3ccc(F)cc3)C(=O)[C@@]12C	-1.0
CC(NC(=O)COC(=O)c1ccc([N+](=O)[O-])o1)c1ccccc1 (stereo not drawn)	-0.8
CCOC(=O)[C@H]1[C@H]2COc3ccccc3[C@@H]2N2C(=O)CN(Cc3ccccc3)C(=O)[C@@]12C	1.4
O=C(COC(=O)/C=C/c1ccc(S(=O)(=O)N2CCOCC2)cc1)Nc1ccccc1F	-0.1
CC(C)C[C@@H](CO)N(Cc1ccccc1)S(=O)(=O)N(Cc1ccccc1)[C@H](CO)CC(C)C	-1.2
Cc1nc2ccc(NC(=O)C3CCCCC3)cc2s1	-0.3
NC1(C#Cc2ccc3oc(=O)c(-n4cc(C5(O)CCCCC5)nn4)cc3c2)CCCCC1	-0.9
O=C(CNC(=O)c1ccco1)NNC(=O)c1n[nH]c(=O)c2ccccc12	-0.1
CCN(CC(=O)NCc1cccs1)C(=O)Cc1ccc(C)c(C)c1	1.5
CCN(C(=O)C(C)Sc1nnc(-c2ccncc2)n1C)C1CCCCC1 (stereo not drawn)	-1.3
CN(C(=O)c1cccc(NC(=O)Cc2ccc([N+](=O)[O-])cc2)c1)C1CCCC1	1.0
O=C(NCCCN1CCOCC1)c1cc(S(=O)(=O)N2CCOCC2)c(Cl)cc1Cl	-2.1
CC1CCN(C(=O)c2[nH]cnc2C(=O)N2CCN(C(=O)OC(C)(C)C)CC2)CC1	-0.3
CN(C)S(=O)(=O)c1ccc(C(=O)OCC(=O)N2CC3(C)CC2CC(C)(C)C3)cc1 (stereo not drawn)	-0.4
COc1ccc(CCN(C)C(=O)COc2cccc(-n3cnnn3)c2)cc1OC	-1.4
CCc1nnc(NC(=O)c2oc3ccccc3c2COC(C)C)s1	-0.9
COc1ccc(C(=O)COC(=O)c2ccccc2O)c(OC)c1	-2.0
CC(=O)OC1[C@H](Oc2c(O)c(C)c3c4c2[C@@H](C)CC[C@@H]4[C@@H](C)C[C@@H]3C=C(C)C)OC[C@@H](O)[C@@H]1O (stereo partly drawn)	-0.8
COC(=O)c1c(NC(=O)CN2C(=O)C(=O)N(C(C)C)C2=O)sc(C)c1C	-0.5

The listing continues:
SMILES	STK33 kinase inh
O=C(CCC(=O)c1cccs1)NNC(=O)c1cc(Cl)ccc1Cl	-0.5
O=C(COC(=O)c1cc(S(=O)(=O)N2CCOCC2)ccc1Cl)NC1CC1	-1.4
CC(C)(C)C(=O)CSc1ccc(S(=O)(=O)N2CCN(Cc3ccccc3)CC2)cn1	-1.0
COc1cccc(-c2ncc3ccccc3c2COC(=O)c2ccc(F)cc2)c1	-1.3
CC1CCCC(NC(=O)CSC2=Nc3ccccc3C3CC=NN23)C1C (stereo not drawn)	11
O=C(COC(=O)c1ccc(F)cc1)Nc1ccc2c(c1)OCO2	0.3
Cc1ccc(C)c(NC(=O)CN(C)C(=O)c2cccc(Oc3ccccc3)c2)c1	-3.0
CS(=O)(=O)c1ccc(Cl)c(NC(=O)CSc2n[nH]c(-c3cccs3)n2)c1	1.3
O=S(=O)(NCC(c1ccco1)N1CCCCC1)c1cccc(C(F)(F)F)c1 (stereo not drawn)	0.5
COc1ccc(-c2sc3cc4c(cc3c2C#Cc2cncn2C)OCO4)cc1	-1.5
CCOc1ccc(/C(CCC(=O)O)=N/NC(=O)c2cccc(S(=O)(=O)Nc3ccccc3OC)c2)cc1	-1.7
COc1ccc(C(C)=O)c(Oc2ccc(S(=O)(=O)N3CCOCC3)cn2)c1	-0.4
O=C(Nc1cccc(S(=O)(=O)N2CCCCC2)c1)c1cc2ccccc2o1	-0.9
CC(C)(C)OC(=O)NCCCCCNC(=O)c1[nH]cnc1C(=O)Nc1ccccc1	0.3
CN(C(=O)C1CCN(S(=O)(=O)c2ccccc2[N+](=O)[O-])CC1)C1CCCCC1	-0.2
C#CCOCCOCCOCCNc1nc(N2CCN(C(=O)[C@H](CO)n3cc([C@@H](N)C(C)C)nn3)CC2)nc(N2CCN(C(=O)[C@H](CCCCN)n3cc([C@@H](N)[C@H](C)CC)nn3)CC2)n1	0.7
O=C(CNc1ccc(F)cc1Cl)Nc1cccc(S(=O)(=O)N2CCCCC2)c1	-1.2
CCN1CCN(c2ccc(NC(=O)COc3ccc(Cl)cc3C)cc2)CC1	0.1
COc1ccc(NC(=O)CC2SC(N3CCCC3)=NC2=O)cc1Cl (stereo not drawn)	-0.7
COc1ccc(CCNC(=O)COC(=O)CNS(=O)(=O)c2ccc(SC)c([N+](=O)[O-])c2)cc1	0.0
CCCCN(C(=O)CSc1nc2ccccc2n1CC)C1CCS(=O)(=O)C1 (stereo not drawn)	-1.4
COc1ccc(CN(C)C(=O)c2ccc(OCC(=O)N3CCOCC3)c(OC)c2)cc1	-1.0
COc1ccc(S(N)(=O)=O)cc1C(=O)OCC(=O)N1CCCC(C)C1 (stereo not drawn)	-1.5
CC(OC(=O)c1cccc(N(C)C)c1)C(=O)N1CCc2ccccc2C1 (stereo not drawn)	-2.0
Cc1ccc(NC(=S)NC(=O)C2CCCC2)c(Br)c1	1.2

(further entries)
SMILES	STK33 kinase inh
O=C(COC(=O)c1ccccc1O)NC(=O)c1ccc(OC(F)F)cc1	0.4
c1nc(NCc2ccc3c(c2)OCO3)c2cc(-c3ccoc3)ccc2n1	0.1
C[C@@H]1O[C@@H](O[C@H]2[C@H](O)[C@@H](O)[C@H](Oc3c(-c4ccc(O)c(O)c4)oc4cc(O)cc(O)c4c3=O)O[C@@H]2CO)[C@H](O)[C@H](O)[C@H]1O	4.6
COCCN(C(=O)CC1CCCCC1)c1c(N)n(CC(C)C)c(=O)[nH]c1=O	-1.4
CN(C(=O)COC(=O)c1n[nH]c(=O)c2ccccc12)c1ccccc1	-0.3
O=C1CN(C(=O)COC(=O)[C@@H]2CC(O)CN2S(=O)(=O)c2ccc(Cl)cc2)c2ccccc2N1 (stereo partly drawn)	0.6
N#Cc1ccc(OCC(=O)N(C2CCCCC2)C2CCS(=O)(=O)C2)cc1 (stereo not drawn)	-1.8
CCOC(=O)[C@@H]1[C@H]2COc3ccc(Br)cc3[C@@H]2N2C(=O)N(c3ccc(F)cc3)C(=O)[C@@]12C	-1.4
CNC[C@@H]1Oc2c(NC(=O)Nc3ccccc3)cccc2C(=O)N([C@@H](C)CO)C[C@H]1C	-1.1
CC1CCN(C(=O)COC(=O)/C=C/c2ccc([N+](=O)[O-])cc2)CC1	-0.7
Cc1cccc(C)c1NC(=O)CN1CCN(C(=O)c2ccc(OCc3cn4ccccc4n3)cc2)CC1	2.8
COc1ccc(/C=C2\SC(=O)N(CCNC(=O)Cn3[nH]c(=O)c4ccccc4c3=O)C2=O)cc1	-1.2
CCN(CC)c1ccc(C(=O)OCC(=O)Nc2ncccn2)cc1	-0.1
CC(C)=CCC/C(C)=C/CC/C(C)=C/COc1ccc2ccc(=O)oc2c1	0.5
CCOc1ccc(C(c2c(NC(=O)c3ccco3)sc(C)c2C)N2CCOCC2)cc1 (stereo not drawn)	1.1
Cn1c2ccsc2c2ncn(Cc3ccccc3F)c(=O)c21	-1.1
COc1cccc(NC(=O)COC(=O)/C=C/c2c(C)nn(-c3ccccc3)c2C)c1	0.4
CCCCN(C(=O)c1nn(C)c(=O)c2ccccc12)c1c(N)n(CC(C)C)c(=O)[nH]c1=O	-0.8
COC(C[C@H]1O[C@@H]1[C@H](O)COCc1ccccc1)OC	1.1
Cc1ccc(/C=C/C(=O)OCC(=O)NCc2cccs2)o1	-1.3
Cc1nc(SCc2nc3ccc(Cl)cc3[nH]2)c2oc3ccccc3c2n1	0.1
Cc1sc2nc(CSCC(=O)Nc3cc(F)ccc3F)[nH]c(=O)c2c1C	-1.9
CC(CCc1ccccc1)NC(=O)CCNC(=O)c1ccccc1Cl (stereo not drawn)	-0.4
CC(C)(C)N(Cc1ccccc1)C(=O)COC(=O)/C=C/c1ccc2c(c1)OCO2	-0.6
COc1ccc(CC(=O)Nc2cccc(C(C)=O)c2)cc1S(=O)(=O)N1CCOCC1	0.1

14 compounds from above, arranged by molar mass, descending:
SMILES	STK33 kinase inh
C[C@@H]1O[C@@H](O[C@H]2[C@H](O)[C@@H](O)[C@H](Oc3c(-c4ccc(O)c(O)c4)oc4cc(O)cc(O)c4c3=O)O[C@@H]2CO)[C@H](O)[C@H](O)[C@H]1O	4.6
CCOC(=O)[C@@H]1[C@H]2COc3ccc(Br)cc3[C@@H]2N2C(=O)N(c3ccc(F)cc3)C(=O)[C@@]12C	-1.4
Cc1cccc(C)c1NC(=O)CN1CCN(C(=O)c2ccc(OCc3cn4ccccc4n3)cc2)CC1	2.8
O=C1CN(C(=O)COC(=O)[C@@H]2CC(O)CN2S(=O)(=O)c2ccc(Cl)cc2)c2ccccc2N1 (stereo partly drawn)	0.6
CCOc1ccc(C(c2c(NC(=O)c3ccco3)sc(C)c2C)N2CCOCC2)cc1 (stereo not drawn)	1.1
CC(C)(C)N(Cc1ccccc1)C(=O)COC(=O)/C=C/c1ccc2c(c1)OCO2	-0.6
Cc1nc(SCc2nc3ccc(Cl)cc3[nH]2)c2oc3ccccc3c2n1	0.1
N#Cc1ccc(OCC(=O)N(C2CCCCC2)C2CCS(=O)(=O)C2)cc1 (stereo not drawn)	-1.8
CC(C)=CCC/C(C)=C/CC/C(C)=C/COc1ccc2ccc(=O)oc2c1	0.5
CC(CCc1ccccc1)NC(=O)CCNC(=O)c1ccccc1Cl (stereo not drawn)	-0.4
c1nc(NCc2ccc3c(c2)OCO3)c2cc(-c3ccoc3)ccc2n1	0.1
CCN(CC)c1ccc(C(=O)OCC(=O)Nc2ncccn2)cc1	-0.1
Cc1ccc(/C=C/C(=O)OCC(=O)NCc2cccs2)o1	-1.3
COC(C[C@H]1O[C@@H]1[C@H](O)COCc1ccccc1)OC	1.1

(more compounds)
SMILES	STK33 kinase inh
COC(=O)c1sc(NC(=O)COc2cccnc2[N+](=O)[O-])c(C(=O)OC)c1C	0.1
Cc1cc(C)nc(NNS(=O)(=O)c2ccc(Cl)cc2)n1	0.0
Cc1ccc(CSc2ccc(S(=O)(=O)N3CCCC3)cn2)cc1	0.7
COc1cc(CNS(=O)(=O)CCl)cc(OC)c1OC	-0.3
COc1ccc(C2c3c(c(C)c(C)oc3=O)Oc3c(C)c(C)oc(=O)c32)cc1	-2.8
CCOC(=O)CCC(=O)Nc1cc(S(=O)(=O)N2CCOCC2)ccc1N1CCCCC1	-0.2
COc1ccccc1C(=O)OCc1c(-c2ccccc2)ncc2ccccc12	6.9
COc1cccc(NC(=O)CN(C)C(=O)CN2C(=O)NC(C)(c3ccc(C)cc3)C2=O)c1 (stereo not drawn)	3.5
O=C(OCc1cc(=O)n2ccsc2n1)c1ccc(O)cc1O	0.5
COc1ccccc1NC(=O)C(C)OC(=O)CSCC(=O)Nc1cc(C)on1 (stereo not drawn)	-0.9
O=C(OCc1c(-c2ccccc2)ncc2ccccc12)c1ccco1	0.6
COc1ccc(OC)c(C(C)NS(=O)(=O)c2cccs2)c1 (stereo not drawn)	-1.2
C=CC[C@H](CC(=O)N(CCO)Cc1ccccc1)C(=O)N[C@@H](COC(=O)[C@@H](CC=C)Cc1ccc(F)cc1)Cc1c[nH]c2ccccc12	0.3
CC(C)(C)CNC(=O)[C@]1(C)CCC[C@@]2(C)C3CC[C@@]4(C)C[C@]3(CCC21)CC4=O (stereo partly drawn)	-0.5
N#CC1(NC(=O)COc2cc(F)ccc2[N+](=O)[O-])CCCCC1	-0.6
O=C(NCc1ccccn1)c1cc(S(=O)(=O)N2CCCCC2)ccc1Cl	-0.7
CCc1cn(C2CC(O)C(CO)O2)c(=O)[nH]c1=O (stereo not drawn)	0.1
Cc1cc(Cl)c(C)c(S(=O)(=O)Oc2ccccc2NC(=O)CCC(=O)O)c1Cl	-1.6
O=C(OCC(=O)C12CC3CC(CC(C3)C1)C2)c1ccc(O)cc1	0.2
CC1CCN(S(=O)(=O)c2ccc(NC(=O)[C@@H]3CCCN3C(=O)c3cccs3)cc2)CC1	0.2
CN(C(=S)NC(=O)C1CC1)c1ccc(O)cc1	-0.7
O=C1N(c2ccccc2C(F)(F)F)OC1(Cc1ccccc1)c1ccccc1 (stereo not drawn)	-0.5
O=C(CN1C(=O)NC(c2ccccc2)(c2ccccc2)C1=O)NCC(=O)Nc1ccc(F)cc1	-1.0
COc1ccc(C(=O)NCC(=O)N2CCN(c3ncccn3)CC2)cc1OC	-0.1
COc1ccc(NC(=O)CN(C)C(=O)c2oc3c(ccc4ccccc43)c2C)cc1	-0.1

Additional structures:
SMILES	STK33 kinase inh
COc1ccc(C(CNC(=O)COc2c(C)cc(C)cc2C)N2CCOCC2)cc1 (stereo not drawn)	-0.4
Cc1ccc(OCC(=O)N2CCN(S(=O)(=O)c3ccc(Cl)s3)CC2)cc1C	-0.1
CC(NC(=O)c1ccco1)C12CC3CC(CC(C3)C1)C2 (stereo not drawn)	-2.7
N#Cc1nc(Nc2cccc(Cl)c2)c2ncn(C3CCCC3)c2n1	1.1
CC(C)CN(C(=O)CSc1ncnc2sccc12)C1CCS(=O)(=O)C1 (stereo not drawn)	-1.1
COc1ccc(NC(=O)c2ccc(-c3ccc(C(C)=O)cc3)o2)cn1	0.3
CC(C)(C)c1ccc(C(=O)NNC(=O)CNC(=O)c2cccs2)cc1	-0.5
N#Cc1ccc(OCC(=O)Nc2nc(-c3cccnc3)cs2)cc1	-1.1
CCOc1ccc(N2C(=O)c3ccccc3NC2(C)CC)cc1 (stereo not drawn)	-0.4
COc1ccc(Cl)cc1NC(=O)C1CCN(C(=O)Nc2ccccc2)CC1	-0.3
